Source: PubChem (NCI)
All columns: NCI-60 one-dose screen, growth in % after 48 h at 10 µM unless noted; 100 = growth as untreated, 0 = no growth, -100 = all killed.
A549/ATCC: A549/ATCC NSCLC; 3.7% of 81,000 active
EKVX: EKVX NSCLC. 3% of 71,000 active
M14: M14 melanoma; 6.2% of 80,000 active
SK-MEL-2: SK-MEL-2 melanoma | 4.7% of 77,000 active | AID 1794763
UACC-62: UACC-62 melanoma; 5.4% of 81,000 active
SK-MEL-5: SK-MEL-5 melanoma; AID 1794755; 6.4% of 80,000 active
MALME-3M: MALME-3M melanoma | 5.8% of 78,000 active | AID 1794766
UACC-257: UACC-257 melanoma. 4.4% of 78,000 active. AID 1794764
Numbers without * were called inactive; x = no result given; & = joins results of further samples; ! = repeats disagree; [ ] = dose if it differs, or a comment. How the source made its calls: active means growth percent below 10; inactive means the rest.

Field names: A = A549/ATCC; B = EKVX; C = M14; D = SK-MEL-2; E = UACC-62; F = SK-MEL-5; G = MALME-3M; H = UACC-257
Oc1ccc(-c2cc(-c3cn(-c4ccccc4)nc3-c3ccc(O)cc3)[nH]n2)cc1
  A: 100.2 | B: x | C: 95.9 | D: 117.8 | E: 88.4 | F: 94.0 | G: 95.2 | H: 100.8

Nc1ccc(N=Nc2ccc(S(=O)(=O)O)cc2)cc1
  A: 104.3 | B: 101.0 | C: x | D: 100.3 | E: 101.0 | F: 104.2 | G: 92.9 | H: 106.4

COc1ccc(/C=N/n2c(CN3CCCCC3)nc3ccccc3c2=O)cc1
  A: 109.8 | B: 88.5 | C: 105.6 | D: 112.1 | E: 96.7 | F: 103.3 | G: 95.8 | H: 119.2

NC(=O)CC1C=CCC1 (stereo unspecified)
  A: 80.1 | B: 104.9 | C: 101.7 | D: 105.2 | E: 101.1 | F: 99.5 | G: 97.8 | H: 90.4

O=C(NC1=Nc2ccccc2C(=O)NN1)c1ccccc1
  A: 106.6 | B: x | C: 96.8 | D: 101.5 | E: 98.2 | F: 97.4 | G: 89.4 | H: 110.6

O=C(c1cc(-c2cccnc2)nc2ccccc12)N1CCCCC1
  A: 98.0 | B: 104.6 | C: 108.1 | D: 99.8 | E: 99.5 | F: 98.7 | G: 84.8 | H: 99.3

COc1ccc(CN2C(=O)/C(=C\C(=O)c3ccc(OCCN4CCCC4)cc3)c3ccccc32)cc1
  A: 97.2 | B: 96.4 | C: 79.6 | D: 103.1 | E: 88.7 | F: 92.7 | G: x | H: 105.2

CCOC(=O)C1=C(N)Oc2c(sc3c(C)cccc23)C1c1ccc(OC)cc1 (stereo unspecified)
  A: 42.7 | B: 88.5 | C: 21.7 | D: 22.9 | E: 17.0 | F: 52.5 | G: 43.9 | H: 46.8

OCCC1CCCCN1 (stereo unspecified)
  A: 97.2 | B: 105.2 | C: 105.3 | D: 108.6 | E: 98.7 | F: 99.5 | G: 107.6 | H: 101.7

Clc1ccc(-n2c(SCCc3c[nH]c4ccccc34)nnc2-c2ccncc2)cc1
  A: 76.0 | B: 93.3 | C: 98.1 | D: 93.3 | E: 60.3 | F: 94.8 | G: 90.8 | H: 96.7

CCCOC1=C(Cl)C(=O)c2cccc([N+](=O)[O-])c2C1=O
  A: 106.7 | B: 97.8 | C: x | D: 88.5 | E: 98.9 | F: 92.4 | G: 125.4 | H: 101.8

Nc1c2c(c(O)c3c1=C(CO)C=N3)=NCCS2
  A: -72.0* | B: -63.8* | C: -89.7* | D: -54.6* | E: -79.9* | F: -99.1* | G: -96.6* | H: x

COc1ccc(-c2nn(-c3ccccc3)cc2/C=C2\SC(=S)N(c3ccc(C)cc3)C2=O)cc1
  A: 97.9 | B: 91.7 | C: 93.6 | D: 107.2 | E: 77.9 | F: 97.0 | G: 90.3 | H: 98.6

CCC(O)(C(C)C)C(C)C
  A: 105.8 | B: 105.8 | C: 101.5 | D: 115.2 | E: 95.9 | F: 102.8 | G: 110.1 | H: 104.9

O=C(CC1(O)C(=O)Nc2ccc(F)cc21)c1cc2ccccc2oc1=O (stereo unspecified)
  A: 108.6 | B: 93.1 | C: 102.7 | D: 99.2 | E: 87.5 | F: 103.5 | G: 97.2 | H: 103.7

CCCCCCCCCCCCCCCCCCOc1ccccc1N
  A: 25.5 | B: 85.3 | C: 72.9 | D: 86.3 | E: 88.5 | F: 98.2 | G: 101.6 | H: 55.4

C1=CC2(C=C1)OC21CCC2(C=CC3(C2)OC3C2CCCCC2)CC1 (stereo unspecified)
  A: 100.9 | B: x | C: 101.8 | D: 103.5 | E: 99.7 | F: 105.9 | G: 108.4 | H: 107.8

O=C(Nc1ncc(Cc2ccc(Cl)c(Cl)c2)s1)c1cc(Br)cs1
  A: 101.0 | B: 98.9 | C: 103.7 | D: 98.1 | E: 92.6 | F: 97.7 | G: 92.1 | H: 101.3

O=C(OC1COC(c2ccccc2)OC1C1OC(c2ccccc2)OCC1OC(=O)c1ccccc1)c1ccccc1 (stereo unspecified)
  A: 94.0 | B: x | C: 104.2 | D: 110.6 | E: 95.3 | F: 97.0 | G: 113.4 | H: 96.9

CCCCCc1c(C)[nH]c(/C=C2\N=C(c3ccc[nH]3)C=C2OCc2ccccc2)c1C
  A: -70.0*[100 µM] | B: x | C: -81.4*[100 µM] | D: -75.0*[100 µM] | E: -92.7*[100 µM] | F: -66.9*[100 µM] | G: -86.9*[100 µM] | H: -87.7*[100 µM]

Cc1nn(-c2nc3ccccc3[nH]2)c2c1C(c1ccc(O)cc1)CC(=O)N2 (stereo unspecified)
  A: 61.3 | B: 109.0 | C: 72.0 | D: 51.0 | E: 84.9 | F: 85.3 | G: 100.3 | H: x

CC1(C)CC[C@]2(C(=O)NCc3cn(-c4ccc(F)cc4)nn3)CC[C@]3(C)C(=CC[C@@H]4[C@@]5(C)Cc6c([nH]c7ccccc67)C(C)(C)[C@@H]5CC[C@]43C)[C@@H]2C1
  A: 89.7 | B: 75.1 | C: 89.3 | D: 93.1 | E: 83.5 | F: 99.0 | G: 104.2 | H: 92.7

C/C=C\COc1cc(C)c(Cl)cc1Cl
  A: 91.8 | B: x | C: 112.2 | D: 119.9 | E: 100.1 | F: 99.6 | G: 95.9 | H: 92.0

C=C1c2c(Cl)ccc(O)c2C(O)=C2C(=O)[C@]3(O)C(O)=C(C(N)=O)C(=O)[C@@H](N(C)C)[C@@H]3[C@@H](O)[C@H]12
  A: 9.7* | B: 36.4 | C: 9.2* | D: -10.9* | E: 7.1* | F: 20.4 | G: -15.0* | H: -4.3*

Cc1sc(C(NC(=O)OCCn2c([N+](=O)[O-])cnc2C)C(F)(F)Cl)nc1-c1ccc(OC(F)(F)F)cc1 (stereo unspecified)
  A: -81.3* | B: -98.0* | C: -67.5* | D: -90.7* | E: -96.1* | F: -99.5* | G: -75.0* | H: -73.0*

O=C1Nc2ccc(F)cc2/C1=C\c1c(-c2ccccc2)nc2ncccn12
  A: 107.0 | B: 96.0 | C: 91.8 | D: x | E: 99.7 | F: 109.3 | G: 98.8 | H: 119.5

CCCN(CCC)CCCOC(=O)c1ccc(N)cc1
  A: 94.3 | B: 96.4 | C: 104.0 | D: 107.8 | E: x | F: 98.7 | G: 107.7 | H: x

CC1(C)CC(=O)C2=C(O)C(=O)C=CC2(O)O1 (stereo unspecified)
  A: 93.6 | B: 100.2 | C: 97.3 | D: 96.9 | E: 88.4 | F: 94.5 | G: 106.1 | H: 94.3

CC(C)(C)C(=O)Nc1ccc(C(=O)Nc2cccc(-c3nc4ccccc4[nH]3)c2)cc1
  A: 80.7 | B: x | C: 78.2 | D: 98.0 | E: 68.6 | F: 86.3 | G: 88.7 | H: 105.9

C[C@]12C=CC(=O)NC1CCC1C2CC[C@@]2(C)C1CC[C@@H]2C(=O)Nc1cc(C(F)(F)F)ccc1C(F)(F)F (stereo partly specified)
  A: 91.9 | B: 68.0 | C: 92.6 | D: x | E: 87.1 | F: 84.7 | G: 67.0 | H: 98.6

CCCCCCCCC(=O)c1c(OC)oc(C=O)cc1=O
  A: 107.6 | B: x | C: 101.3 | D: 105.2 | E: 102.2 | F: 100.0 | G: 107.4 | H: 102.2

CC1(C)CC[C@]2(C(N)=O)CC[C@]3(C)[C@H](C(=O)C[C@@H]4[C@@]5(C)CCC(=O)C(C)(C)[C@@H]5CC[C@]43C)[C@@H]2C1
  A: 91.0 | B: 96.3 | C: 107.8 | D: 90.2 | E: 91.0 | F: 98.0 | G: 93.5 | H: 102.2

Oc1c2c(n3cccc13)=c1ccccc1=N2
  A: 100.4 | B: 99.0 | C: 102.1 | D: 84.4 | E: 85.5 | F: 104.3 | G: x | H: 104.0

Clc1cccc(Nc2ncnc3ccc(-c4cnc5[nH]ccc5c4)cc23)c1
  A: 50.1 | B: 10.0 | C: 88.7 | D: 81.3 | E: 90.2 | F: 75.4 | G: 82.9 | H: 75.0

CC[C@H](C)[C@@H](C(=O)OC)n1cc(CNC(=O)[C@H](Cc2ccccc2)NC(=O)OCc2ccccc2)nn1
  A: 79.7 | B: 88.5 | C: 102.9 | D: 101.0 | E: 83.8 | F: 120.7 | G: 96.7 | H: 92.3

O=C(O)/C=C\C(=O)N1C/C(=C\c2ccccc2Cl)C(=O)/C(=C/c2ccccc2Cl)C1
  A: 8.0* | B: 40.1 | C: 12.0 | D: 37.0 | E: -60.3* | F: -54.1* | G: 2.2* | H: 67.3

C=CCN1C(=O)C2(c3ccccc31)N(C)CC(c1ccc([N+](=O)[O-])cc1)C21SC2=NC3C(NN2C1=O)N(CC)C(=O)N3CC (stereo unspecified)
  A: 95.3 | B: 102.4 | C: 103.5 | D: 102.2 | E: 96.2 | F: 107.3 | G: 95.5 | H: 98.1

Cc1ccc(Nc2nc(N)nc(N)c2N)cc1C
  A: 106.6 | B: 80.5 | C: 105.8 | D: x | E: 92.8 | F: 103.9 | G: x | H: 119.3

C=CC(=O)OCC(C)(C)C
  A: 103.4 | B: 103.3 | C: 102.2 | D: 107.0 | E: 97.8 | F: 102.8 | G: 83.1 | H: 108.7

COc1ccc(C(=O)/C(C)=N/O)cc1
  A: 87.6 | B: x | C: 106.2 | D: 111.1 | E: 99.4 | F: 102.7 | G: 104.3 | H: 95.9

COc1cc(/C=C\c2cc(/C=C\c3ccc(O)c(OC)c3)n(C(=O)COc3ccccc3)n2)ccc1O
  A: 8.7* | B: 28.1 | C: 6.8* | D: -18.7* | E: 4.9* | F: -28.8* | G: 7.2* | H: 30.5

COc1ccc2c(c1)C(N1CCCC1=O)CCN2Cc1cc2ccccc2[nH]c1=O (stereo unspecified)
  A: 98.3 | B: 82.7 | C: 94.1 | D: 92.1 | E: 80.2 | F: 45.2 | G: 69.6 | H: 87.5

O=C(O)c1cccc(-c2cccc(C(=O)O)c2)c1
  A: x | B: 133.5 | C: 99.5 | D: 98.6 | E: 107.3 | F: 106.8 | G: 96.5 | H: x

Cc1cc(=O)n2[nH]cnc2n1
  A: 126.6&101.8 | B: 115.9&96.1 | C: 106.8&95.8 | D: 81.3 | E: 105.9&107.3 | F: 108.8&111.5 | G: 119.7&89.9 | H: 119.2&96.8

Cc1ccc2c(c1)C(=O)c1c-2c(OCCCN(C)C)nc2ccccc12
  A: -43.9* | B: 28.4 | C: -82.2* | D: 44.7 | E: -66.0* | F: 28.5 | G: -71.7* | H: 69.5

C=C(C)[C@@H]1CC[C@]2(C(=O)NCCCC[C@@H](CO)NCCN)CC[C@]3(C)[C@H](CC[C@@H]4[C@@]5(C)CC[C@H](O)C(C)(C)[C@@H]5CC[C@]43C)[C@@H]12
  A: 104.7 | B: 100.8 | C: 107.6 | D: 118.9 | E: 97.7 | F: 97.6 | G: 105.1 | H: 99.3

Cc1ccc(C(=O)c2ccc3nc(-c4ccc(F)cc4)n(C)c3c2)cc1
  A: 103.1 | B: 99.4 | C: 102.2 | D: 113.3 | E: 98.1 | F: 99.6 | G: 105.7 | H: 108.7

c1ccc(COC(Cc2ccccc2)OCc2ccccc2)cc1
  A: 106.6 | B: 91.7 | C: 107.4 | D: 104.2 | E: 90.4 | F: 98.7 | G: 106.8 | H: 103.4

CC1=CC(=O)C2=C(C)CC(OC(=O)c3ccco3)[C@@H]3[C@H](OC(=O)[C@@H]3C)[C@@H]12 (stereo partly specified)
  A: 95.0 | B: 100.1 | C: x | D: 101.0 | E: 86.1 | F: 101.4 | G: 101.1 | H: 93.2

C=COCCCCCCCCCCCCCCCCCC
  A: 79.5 | B: 118.5 | C: 113.1 | D: 110.9 | E: 88.6 | F: 112.3 | G: 108.8 | H: 92.2

(list continues)
Field names: A = A549/ATCC; B = EKVX; C = M14; D = SK-MEL-2; E = UACC-62; F = SK-MEL-5; G = MALME-3M; H = UACC-257
COc1ccc(-c2cc(-c3ccc(N(C)C)cc3)n3c(n2)nc2ccccc23)cc1OC
  A: 85.2 | B: 93.9 | C: 83.8 | D: 97.9 | E: 99.9 | F: 54.1 | G: 129.8 | H: 106.4

CC(Oc1ccc(C(=O)NS(=O)(=O)C(C)(C)C)cc1C(F)(F)F)c1ccc(Oc2ccccc2)cc1 (stereo unspecified)
  A: 96.7 | B: 104.4 | C: 111.7 | D: 97.2 | E: 96.4 | F: 97.0 | G: 103.8 | H: 107.0

COc1cc([C@@H]2c3cc4c(cc3[C@H](O)[C@H]3COC(=O)[C@@H]23)OCO4)cc(OC)c1OC
  A: 21.2&12.3 | B: 35.4&28.6 | C: -73.8* | D: -23.7* | E: 68.1&19.9 | F: -44.0* | G: 7.8*! | H: 57.2&18.6

Oc1ccc2ccccc2c1N=Nc1ccc2ncsc2c1
  A: 99.1 | B: 82.5 | C: 107.9 | D: 100.4 | E: 101.4 | F: 111.2 | G: 117.7 | H: 122.4

CC(=O)c1c(C)n2c(=O)cc(C)c3c(O)c(O)cc1c32
  A: 115.8 | B: 116.6 | C: 94.6 | D: 106.8 | E: 102.8 | F: 106.5 | G: 92.7 | H: 109.8

Cc1nn(-c2ccccc2)c(Oc2ccccc2)c1/C=N\N=c1/sc2ccccc2n1C
  A: 93.0 | B: 95.0 | C: 88.9 | D: 92.7 | E: 62.9 | F: 67.9 | G: 112.0 | H: 97.1

Results in MALME-3M, SK-MEL-5 and A549/ATCC (3 entries from above):
SMILES	MALME-3M	SK-MEL-5	A549/ATCC
Cc1cc(=O)n2[nH]cnc2n1	119.7&89.9	108.8&111.5	126.6&101.8
O=C(NC1=Nc2ccccc2C(=O)NN1)c1ccccc1	89.4	97.4	106.6
c1ccc(COC(Cc2ccccc2)OCc2ccccc2)cc1	106.8	98.7	106.6
